Screening results deposited in PubChem BioAssay by Broad Institute.
DENV2 CPE: inhibitors of DENV2 cytopathic effect; CPE inhibition, % at 9.99 µM; actives 1.7% (n = 350,000); DENV2-infected cells, cytopathic effect rescue, plate reader; in the data active = CPE inhibition above about 20%, passing the limit was not always enough; inconclusive = no clear call, values can overlap the other calls; tested in BHK-21 cells;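 also: 0% = median of neutral control wells and 100% = median of positive control wells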
F508del corr: correctors of CFTR F508del function in bronchial epithelial cells; CFBE cells, YFP halide quenching; stimulated with forskolin plus potentiator P3; % fluorescence drop versus neutral controls; activity (quench increase), % at 7.58 µM; actives 0.36% (n = 350,000);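 active = mean added fluorescence quench of at least 8% versus neutral control, with both replicates also reaching 8%; inconclusive = only one of the mean or replicate conditions met; inactive = mean below 8% and not both replicates reaching 8%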;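 also: cells transiently co-express mutant CFTR-F508del with the halide-sensitive YFP; corrector assay measuring rescue of mutant channel to the surface after 24 h compound exposure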
INS-1E GSIS act: GLuc luminescence reporter in INS-1E cells, primary screen for activators of glucose-dependent secretion of insulin. AID 743287. activation, % at 16.6 µM. actives 0.61% (n = 370,000). INS-1E GLuc reporter insulin secretion, 2-3 h;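 active = lowest replicate activation of at least 40%, so every replicate reaches that level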;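 also: 0% = median of neutral control wells and 100% = median of IBMX positive control wells; some compounds called inactive have numbers as strong as hits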
ARNT TACC3 PPI: disrupts binding between human ARNT and TACC3 | AlphaScreen His-ARNT PAS-B/GST-TACC3 binding, luminescence; TACC3 fragment carries E629A point mutation | inhibition, % at 9.99 µM | actives 0.66% (n = 390,000);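 active = mean inhibition of replicates at least 50% and at least half of replicates each reaching 50%; inconclusive = half or more replicates reach 50% but mean below 50%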;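 also: 0% = complete ARNT plus TACC3 wells and 100% = ARNT alone without TACC3; many hits fall short of the cut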
EWS-Fli block: EWS/Fli transcriptional activity inhibition; inhibition, % at 12.6 µM; actives 0.67% (n = 350,000); AID 651661; A673 NR0B1-luciferase reporter, viability-normalised;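 active = mean inhibition of at least 50% after viability correction, with every replicate also passing that limit; inconclusive = mean reaches 50% but only one of two replicates passes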;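 also: firefly luciferase signal divided by Alamar Blue viability fluorescence both relative to DMSO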
ERp5 inh: inhibitors of human ERp5; ERp5 insulin aggregation, absorbance 650 nm, 90 min; inhibition, % at 9.99 µM; AID 651711; Q15084; actives 0.05% (n = 350,000);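 active = mean replicate inhibition above about 25%, with every replicate also reaching it, limit read from the data, passing the limit was not always enough; inconclusive = only one of those two criteria met; inactive = neither criterion met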
Target sequence (Q15084 whole entry, looked up): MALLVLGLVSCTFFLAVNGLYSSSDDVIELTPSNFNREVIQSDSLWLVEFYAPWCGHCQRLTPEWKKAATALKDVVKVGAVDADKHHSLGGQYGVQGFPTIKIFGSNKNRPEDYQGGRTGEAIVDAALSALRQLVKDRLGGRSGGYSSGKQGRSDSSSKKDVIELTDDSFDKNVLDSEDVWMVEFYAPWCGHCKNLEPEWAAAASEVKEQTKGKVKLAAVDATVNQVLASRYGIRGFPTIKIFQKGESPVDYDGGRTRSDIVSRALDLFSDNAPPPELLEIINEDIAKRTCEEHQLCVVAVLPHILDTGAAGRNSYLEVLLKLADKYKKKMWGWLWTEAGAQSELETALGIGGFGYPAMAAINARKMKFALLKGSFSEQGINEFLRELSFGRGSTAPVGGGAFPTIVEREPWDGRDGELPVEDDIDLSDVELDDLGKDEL
XiGFP reactiv: reactivates the inactive X chromosome in mouse fibroblasts | XiGFP mouse fibroblasts, % GFP-positive cells imaging, 3 d; cells co-treated with 5-aza-dC sensitizer; scaled so ellipticine positive control = 100% | AID 743238 | actives 0.055% (n = 360,000) | activation, % at 7.58 µM;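 active = mean normalized replicate activation at least 10% and every replicate at or above 10%; inconclusive = only one of the two criteria met; inactive = mean below 10% and not all replicates reach 10%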;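 also: 0% = median of on-plate neutral control wells and 100% = ellipticine 6 µM median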
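material = 68-5-11 XiGFP fibroblast line | medium = DMEM plus 5-aza-dC sensitizer | schedule = 3 days compound exposure | benchmarks = positive control ellipticine, 6 µM final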
PAX8 reporter: inhibitors of PAX8 transcriptional activity in RMG-I cells. RMG-I TPO-luciferase reporter, SteadyGlo, 24 h. inhibition, % at 12.6 µM. actives 1.2% (n = 360,000). AID 652154;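 active = mean replicate inhibition at least 60% with every replicate also reaching 60%; inconclusive = only one of the two criteria is met; inactive = mean below 60% and not all replicates reaching 60%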;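 also: luciferase light reporting Pax8 driven TPO promoter activity; plate controls were median of neutral control wells for no effect and mitoxantrone controls for full effect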
Starred values were filed as active, the others as inactive; ? = inconclusive; / = not tested or not shown. Compounds were not picked by outcome, and some 4.2% of all compounds hit somewhere here.

Below each SMILES – DENV2 CPE | F508del corr | INS-1E GSIS act | ARNT TACC3 PPI | EWS-Fli block | ERp5 inh | XiGFP reactiv | PAX8 reporter
> CC(C)CCC(CC(C)O)C(=O)NNC(=S)Nc1ccccc1 (stereo not drawn)
    3.6 | 2.2 | 5.4 | -1.7 | -3.0 | -2.5 | 0.0 | -6.7
> COc1ccc(-c2cc(C(=O)NC(C)c3ccccn3)c3ccccc3n2)cc1OC (stereo not drawn)
    -4.4 | -0.5 | 34.8 | -4.1 | -5.5 | 5.9 | 0.2 | -8.9
> COc1ccc2[nH]c(C(=O)O)c(NS(=O)(=O)c3ccc(F)cc3)c2c1
    -6.1 | -0.8 | -3.0 | 3.8 | -25.3 | -7.8 | 0.2 | -20.9
> Cc1ccc(C(=O)OC(C)CN2CCN(C)CC2)cc1 (stereo not drawn)
    ? | / | 18.1 | -3.1 | -6.6 | 2.6 | 0.3 | 7.8
> Cc1cccc(NC(=S)NC(C)C(c2ccccc2)N2CCN(C)CC2)c1C (stereo not drawn)
    0.7 | -2.2 | -8.2 | 20.2 | 1.9 | -3.6 | 0.0 | -2.6
> O=C(C[C@H]1C[C@H]2c3cc(NS(=O)(=O)c4ccc(F)cc4)ccc3O[C@H]2[C@@H](CO)O1)NC1CCCC1
    -3.0 | -2.4 | -16.6 | -3.7 | 3.3 | 5.7 | 0.0 | 7.4
> CC(C)(C)c1ccc(CC(=O)N2CCC2(C)C(=O)NS(=O)(=O)c2ccc(Cl)cc2)cc1 (stereo not drawn)
    -2.4 | 4.0 | -11.7 | / | 6.6 | 2.9 | 0.1 | -27.8
> CN1C(=O)c2cc(NC(=O)c3cccc(Cl)c3)ccc2OC[C@@H]2O[C@@H](CC(=O)NC3CCCCC3)CC[C@@H]21
    / | 1.7 | 4.8 | 8.0 | 5.4 | / | 0.0 | ?
> O=C(O)/C=C/c1ccc(OCCCF)cc1
    -4.9 | 0.2 | 11.2 | 0.3 | 6.0 | 15.6 | 0.0 | -5.6
> O=C(c1cc2cc(C(F)(F)F)ccc2s1)N1CCOCC1
    -1.5 | -0.4 | 10.5 | -0.2 | 1.0 | 2.5 | 0.0 | 4.7
> O=C(C[C@@H]1CC[C@H](NC(=O)c2ccncc2)[C@H](CO)O1)NCCc1ccncc1
    -0.8 | 0.4 | 14.2 | -14.9 | -1.1 | 0.3 | 0.9 | -3.3
> Cc1ccc(-n2c(Cc3cccs3)nnc2SCC(=O)Nc2ccc(F)c(F)c2)cc1
    0.4 | 4.0 | -50.2 | 3.4 | 2.4 | 0.2 | / | /
> COc1ccc(CN2C(=O)c3cccc4cccc(c34)C2c2nc3ccccc3[nH]2)cc1 (stereo not drawn)
    -9.1 | -1.9 | -15.1 | / | -18.4 | 1.2 | 0.0 | 23.6
> O=C(NCCc1ccccc1)c1nc(CS(=O)(=O)c2ccc(Cl)cc2)no1
    2.9 | -0.9 | -14.6 | 3.8 | 7.2 | 0.4 | 0.0 | 13.3
> CC1CCc2c(sc(NC(=O)c3c([N+](=O)[O-])cnn3C)c2C(N)=O)C1 (stereo not drawn)
    -3.6 | 0.2 | 15.5 | -4.8 | / | 9.8 | 0.3 | 4.0
> CNC(=O)C[C@@H]1CC[C@@H]2[C@H](COc3ccc(NC(=O)c4cnccn4)cc3C(=O)N2C)O1
    1.8 | -0.3 | 21.1 | 7.3 | -9.4 | / | 0.2 | -18.1
> C=CCn1c(SCC(=O)N2CCOCC2)nc2ccccc2c1=O
    19.2 | 1.7 | 11.0 | -5.4 | -0.2 | 12.4 | 0.1 | 8.3
> Clc1cccc2sc(N3CCN(c4ccccc4)CC3)nc12
    -2.5 | 7.5 | / | -4.9 | -58.8 | 1.8 | 0.0 | -25.3
> C[C@@H]1CN([C@@H](C)CO)C(=O)c2cc(C#CC3(O)CCCC3)cnc2O[C@@H]1CN(C)C(=O)Nc1ccc2c(c1)OCO2
    6.7 | 2.9 | -5.4 | 1.4 | -9.4 | 10.8 | 0.1 | /
> COC(CNC(=O)c1ccc2c(c1)ncn2-c1ccc(C)cc1C)OC
    -6.5 | 0.4 | -1.3 | -6.5 | 9.4 | 0.8 | 0.0 | -5.9
> CN1C(=O)c2ccc(NC(=O)CSc3ccccc3)cc2C1=O
    -1.3 | 0.3 | 6.2 | -1.2 | -24.2 | 1.6 | 0.0 | -21.7
> Cc1noc(C)c1S(=O)(=O)N(C)C[C@@H]1OCCCC[C@H](C)Oc2ccc(N(C)C)cc2C(=O)N([C@@H](C)CO)C[C@H]1C
    -15.7 | 4.1 | -2.3 | 17.9 | 8.2 | 3.0 | 0.2 | 22.5
> C[C@H](CO)N1C[C@H](C)[C@H](CN(C)S(=O)(=O)c2cn(C)cn2)Oc2cc(C#Cc3cccc(F)c3)ccc2S1(=O)=O
    4.4 | -2.4 | -5.7 | 14.4 | -0.9 | -6.3 | 0.1 | /
> COc1cc(NC(=O)C2CCCN2C(=O)C2CCC(C)CC2)cc(OC)c1OC (stereo not drawn)
    4.5 | 1.7 | -0.5 | / | -7.6 | -1.8 | 0.0 | -2.5
> Cc1cc(C)c(C(=O)N2CCCC(CNS(=O)(=O)c3cccs3)C2)o1 (stereo not drawn)
    2.9 | -0.2 | -4.5 | -3.3 | / | 3.8 | 0.0 | -0.3
> C=CCNC(=O)c1onc(CSc2ccc(F)cc2)c1C(=O)NCCOC
    12.8 | -1.0 | -3.8 | -10.5 | -6.1 | -6.2 | 0.1 | -19.6
> C[C@@H]1CCCCO[C@H](CN(C)C(=O)Nc2cccc3ccccc23)[C@H](C)CN([C@@H](C)CO)C(=O)c2cc(NC(=O)NC3CCCCC3)ccc2O1
    -7.2 | -1.3 | 4.2 | -0.4 | 7.5 | 2.9 | 0.1 | 22.1
> Cc1ccc(-n2c(=O)[nH]c3c(C(N)=O)nc(C(C)C)nc32)cc1
    7.1 | -2.0 | -5.2 | 0.1 | 17.2 | -1.1 | 0.0 | 10.7
> Cc1ccc(S(=O)(=O)N2CCCC(C(=O)N3CCN(C)CC3)C2)cc1 (stereo not drawn)
    -2.7 | -4.2 | 25.9 | -1.8 | / | 2.2 | 0.2 | /
> Cc1ccc(CSc2nnc(-c3ccccn3)n2N)cc1
    1.6 | 0.2 | 39.8 | / | -50.4 | 1.8 | 0.0 | -41.0
> Cc1cc(-c2cc(NC=O)c3ncc(-c4cccc(C(=O)NCCN(C)C)c4)n3c2)cc(C)c1O
    -5.9 | 1.2 | / | / | 9.9 | 5.0 | 0.2 | 4.3
> CC(C)(C)c1ccc(OCCC(=O)Nc2cccc(S(=O)(=O)N3CCCC3)c2)cc1
    9.4 | -0.1 | -63.2 | -0.7 | 30.6 | 2.2 | 0.2 | 47.0
> CCOc1cccc2sc(=NC(=O)CCS(=O)(=O)c3ccc(F)cc3)n(C)c12
    2.8 | -2.7 | -9.5 | -4.0 | -2.8 | -2.7 | 0.0 | 2.6
> CCc1ccc([C@H]2[C@@H]3C(=O)C[C@@H]4C(=O)N(C5CCCCC5)C(=O)[C@@H]4[C@@H]3CN2S(=O)(=O)c2ccc(C)cc2)cc1
    13.0 | -1.6 | -19.8 | / | -3.2 | -0.5 | -0.1 | 7.9
> Cc1ccc([N+](=O)[O-])cc1S(=O)(=O)Nc1ccc(C(=O)N2CCN(C(=O)c3ccco3)CC2)cc1
    3.2 | 2.3 | -1.3 | 10.3 | 6.8 | -9.7 | 0.2 | 18.2
> O=C(NN=Cc1ccc2c(c1)OCO2)c1ccncc1
    ? | 0.7 | 14.6 | -1.0 | -8.0 | 1.0 | 0.0 | -18.6
> NS(=O)(=O)c1ccc(NC(=O)COC(=O)C2CCCCC2)cc1
    3.2 | 0.8 | 2.1 | / | 9.9 | -2.0 | 0.2 | 2.2
> O=C(CCN1C(=O)/C(=C/c2ccccc2F)SC1=S)NCCCN1CCOCC1
    -0.1 | 0.1 | 3.0 | -4.3 | -3.9 | 2.1 | 0.1 | 8.8
> CCOC(=O)c1[nH]c2c(c1-c1ccc(OC)cc1)C(=O)CC(c1ccc(OC)c(OC)c1)C2 (stereo not drawn)
    -0.2 | -1.8 | -9.4 | 8.1 | 10.1 | 1.4 | 0.0 | 31.6
> Cc1ccc(S(=O)(=O)N(C)C[C@@H]2Oc3ccc(NS(=O)(=O)c4ccccc4)cc3CC(=O)N([C@H](C)CO)C[C@H]2C)cc1
    -3.5 | -2.4 | 10.9 | 0.9 | 7.4 | 0.3 | 0.2 | -7.6
> CC(C)(C)C(=O)NC(=S)N1CCCC1
    / | / | 14.2 | -1.1 | / | / | -0.1 | 6.0
> C[C@@H]1CN([C@H](C)CO)C(=O)c2cc(C#CCN(C)C)cnc2O[C@H]1CN(C)Cc1ccc(C(=O)O)cc1
    6.8 | / | 15.2 | 30.4 | -17.0 | 1.8 | -1.1 | -14.3
> Cc1nn(CC(=O)Nc2ccc3c(c2)OCO3)c(C)c1[N+](=O)[O-]
    1.1 | -1.1 | 6.1 | -4.9 | 9.7 | 1.0 | 0.2 | 2.3
> Cc1ccc(/C=C/C(=O)NCCc2cccc(Cl)c2)o1
    -4.4 | -9.8 | 8.7 | -0.2 | 37.8 | -0.8 | -0.1 | 31.0
> COc1ccc(CNC(=O)C[C@@H]2CC[C@H]3[C@H](COc4ccc(NC(C)=O)cc4C(=O)N3C)O2)cc1
    1.2 | 0.4 | 11.8 | 8.0 | -6.0 | 1.9 | 0.1 | -1.8
> O=c1[nH]c(CSc2nnc3ccccn23)nc2ccccc12
    / | / | 5.3 | -4.0 | / | / | 0.0 | -1.7
> NC(=O)NOCc1ccc(Cl)cc1Cl
    -1.2 | 0.4 | 11.2 | -7.6 | 0.3 | -6.0 | 0.2 | 46.4
> O=C(c1ccccc1)N1C[C@@H]2[C@H](c3ccccc31)[C@H](CO)N2Cc1cc(F)ccc1F
    -7.7 | 1.3 | -1.2 | -2.8 | 4.5 | -1.7 | 0.4 | 30.6
> COc1ccc(C(=O)Nc2ccnn2C2CCN(C(=O)c3cnsn3)CC2)cc1
    39.7* | -2.1 | 1.6 | 6.3 | / | 5.1 | 0.0 | -42.5
> C[C@H]1CN([C@@H](C)CO)C(=O)Cc2cc(NC(=O)CCC(F)(F)F)ccc2O[C@@H]1CN(C)S(C)(=O)=O
    -2.9 | -0.7 | 1.4 | -11.3 | 3.4 | 0.6 | 0.2 | -4.2
> O=[N+]([O-])c1ccc(NC(=S)N2CCN(S(=O)(=O)c3ccccc3)CC2)cc1
    ? | 0.3 | -10.7 | -1.9 | / | 2.5 | 0.0 | 30.5
> CC1(C(=O)NS(=O)(=O)c2ccc(Cl)cc2)CCN1C(=O)CCc1ccccc1 (stereo not drawn)
    17.7 | 2.0 | 14.3 | / | -2.3 | -2.1 | 0.0 | 0.3
> CCc1ccccc1NC(=S)N1CCCCCC1
    -2.3 | -1.6 | 17.7 | -4.2 | 3.4 | 4.0 | -0.1 | -13.1
> O=C(Nc1ccc(OC(F)(F)C(F)F)c(NC(=O)c2cccc(F)c2)c1)c1cccc(F)c1
    / | / | 10.5 | 1.9 | / | / | 0.0 | -49.8
